From PubChem BioAssay
DUSP3 inh = DUSP3 (human) phosphatase inhibition | 290,000 tested, 0.52% active | P51452 | recombinant VHR phosphatase, pNPP absorbance | inhibition, % at 13.3 µM; in the data active means inhibition above about 50%; further: some compounds called inactive have numbers as strong as hits
Target sequence (P51452 whole entry, looked up): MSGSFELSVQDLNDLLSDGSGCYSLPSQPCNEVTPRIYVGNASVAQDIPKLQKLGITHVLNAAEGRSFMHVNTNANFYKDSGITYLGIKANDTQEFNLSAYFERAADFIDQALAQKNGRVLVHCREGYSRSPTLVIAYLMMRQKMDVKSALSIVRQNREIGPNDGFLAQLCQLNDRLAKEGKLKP
Rv3671c inh = inhibitors of M. tuberculosis serine protease Rv3671c; P9WHR9; 320,000 tested, 0.048% active; inhibition, % at 5.96 µM; in the data active means inhibition above about 38%;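 further: extracellular domain of Rv3671c used as enzyme; 0% = enzyme with DMSO and 100% = no enzyme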
Target sequence (P9WHR9 whole entry, looked up, the tested form may be a part): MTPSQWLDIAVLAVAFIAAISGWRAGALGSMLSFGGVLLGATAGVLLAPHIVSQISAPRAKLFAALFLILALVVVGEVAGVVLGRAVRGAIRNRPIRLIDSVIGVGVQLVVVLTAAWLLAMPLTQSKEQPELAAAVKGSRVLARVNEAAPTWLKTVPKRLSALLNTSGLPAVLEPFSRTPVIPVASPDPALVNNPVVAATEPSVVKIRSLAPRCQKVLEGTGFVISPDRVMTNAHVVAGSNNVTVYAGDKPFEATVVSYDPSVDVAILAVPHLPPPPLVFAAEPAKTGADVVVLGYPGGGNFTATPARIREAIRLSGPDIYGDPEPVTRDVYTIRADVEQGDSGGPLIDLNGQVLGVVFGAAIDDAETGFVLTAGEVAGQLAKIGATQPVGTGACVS
UGM FP inh = Mtb UDP-galactopyranose mutase inhibition. 320,000 tested, 0.06% active. inhibition, % at 10 µM. P9WIQ1. AID 504406. purified UGM, fluorescence polarization probe displacement; in the data active means inhibition above about 10%, passing the limit was not always enough
Target sequence (P9WIQ1 whole entry, looked up): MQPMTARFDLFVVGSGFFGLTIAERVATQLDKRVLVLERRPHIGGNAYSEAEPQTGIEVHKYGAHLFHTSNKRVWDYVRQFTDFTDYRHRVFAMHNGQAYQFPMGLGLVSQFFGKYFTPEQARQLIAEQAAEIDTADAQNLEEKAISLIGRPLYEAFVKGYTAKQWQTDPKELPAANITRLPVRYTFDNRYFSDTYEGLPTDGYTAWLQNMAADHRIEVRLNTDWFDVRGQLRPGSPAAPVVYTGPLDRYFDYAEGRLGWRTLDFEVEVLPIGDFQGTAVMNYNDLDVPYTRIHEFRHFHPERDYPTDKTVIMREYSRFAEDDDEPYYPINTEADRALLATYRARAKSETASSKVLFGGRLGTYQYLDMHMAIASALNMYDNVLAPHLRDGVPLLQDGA
An asterisk follows results filed as active.

structure	DUSP3 inh	Rv3671c inh	UGM FP inh
COc1ccccc1N1CCN(C(=O)CC2NC3CCCCC3NC2=O)CC1 (configuration not stated)	18	6	-2.4
COC(=O)C/C=C/[C@@H](C)[C@@H](/C=N/OC[C@H]1O[C@H](c2ccccc2)C=C[C@@H]1Oc1ccc(OC)cc1)OC	-7	-12	-2.2
COc1ccc(S(=O)(=O)n2nc(C)c(S(=O)(=O)N3CCOCC3)c2C)cc1OC	-2	-4	-1.3
NC(=S)NNC(=O)c1cccc(Br)c1	-5	-5	-0.7
C/C(CC(=O)Nc1ccccn1)=N\NC(=O)c1ccncc1	31	9	0.9
COCCCn1c2nc3ccccc3nc2c2c(=O)n(-c3ccccc3OC)c(C)nc21	49	3	-3.5
CCOC(=O)C1=C(N)n2c(s/c(=C/c3ccccc3)c2=O)=C(C(=O)OCC)C1c1ccccc1 (configuration not stated)	17	-10	-1.4
O=C(N/C(=C\c1cn(-c2ccccc2)nc1-c1ccccc1)C(=O)N1CCOCC1)c1ccccc1	10	0	-2.3
CC(C)OCCCNc1nc2c(-c3ccccc3)nnn2c2ccccc12	23	8	-1.0
CCCc1nc(SCC(=O)N2CCc3ccccc32)c2c(C)c(C)sc2n1	6	-2	0.3

Part of the list above, field by field:
COC(=O)C/C=C/[C@@H](C)[C@@H](/C=N/OC[C@H]1O[C@H](c2ccccc2)C=C[C@@H]1Oc1ccc(OC)cc1)OC
  DUSP3 inh: -7; Rv3671c inh: -12; UGM FP inh: -2.2
COc1ccc(S(=O)(=O)n2nc(C)c(S(=O)(=O)N3CCOCC3)c2C)cc1OC
  DUSP3 inh: -2; Rv3671c inh: -4; UGM FP inh: -1.3
NC(=S)NNC(=O)c1cccc(Br)c1
  DUSP3 inh: -5; Rv3671c inh: -5; UGM FP inh: -0.7

(more compounds)
structure	DUSP3 inh	Rv3671c inh	UGM FP inh
c1ccc(C2CCC3(CC2)Oc2ccccc2C2CC(c4cccnc4)=NN23)cc1 (configuration not stated)	6	7	0.4
Cc1ccc(NC(=O)COc2ccccc2C(=O)NCCN(C)C)cc1	10	-2	-0.8
O=C(COc1cccc2cccnc12)NNC(=S)Nc1ccccc1	10	-2	-0.2
CC(=O)Oc1ccc(C23CC4CC(CC(C4)C2)C3)cc1C(=O)O	-29	-8	-0.8
CCOC(=O)CCCCC(=O)c1[nH]c(=O)[nH]c1CSc1nnc2c3cc(Br)ccc3n(C)c2n1	-7	2	1.5
CSCSC1=C(C#N)C(c2ccc(Cl)cc2)C(C(C)=O)=C(C)N1 (configuration not stated)	10	-9	0.6
O=C(/C=C/c1ccc2c(c1)OCO2)Nc1nc(-c2ccc(F)cc2F)cs1	5	-32	0.7
CCNc1nc(Oc2ccc(C(=O)OCC)cc2)nc(N2CCOCC2)n1	8	2	1.1
O=C1C=C(O)c2c(O)cccc2C1=O	18	4	6.5
O=C(NC1CC2CCCC(C1)N2Cc1cccs1)c1ccc([N+](=O)[O-])cc1 (configuration not stated)	13	-1	0.7

structure	DUSP3 inh	Rv3671c inh	UGM FP inh
Nc1nc2ccc(Cl)cc2c2nc(-c3ccco3)nn12	35	-57	4.5
COc1ccc(Nc2sc(C(=O)Nc3cccc(Cl)c3)c(N)c2C(=O)Nc2ccccc2OC)cc1	19	-56	-3.0
COc1cc(CC(NC(C)=O)C(=O)NC2CCN(c3c4c(nc5ncnn35)CCC4)CC2)cc(OC)c1 (configuration not stated)	4	4	-0.9
COc1cccc2cc(-c3ccnc(=S)[nH]3)oc12	4	1	0.7
COc1ccc(CCNC(=O)c2ccc3c(c2)NC(=O)C(CSCc2cc(C)ccc2C)N3)cc1OC (configuration not stated)	13	-40	0.0
O=C(Nc1ccc(Cl)c([N+](=O)[O-])c1)Nc1nc2ccccc2s1	10	-48	-1.4
C/C(=N\N1CCCCCC1)c1c(O)n(C)c(=O)n(C)c1=O	19	-14	-0.1
O=C1N=C(N2CCCC2)S/C1=C\c1cn[nH]c1-c1ccccc1	-7	-8	-2.1
Cc1ccc(N2C(=O)c3ccccc3C2O)nc1 (configuration not stated)	-10	3	1.6
Cc1cc(Cl)c(OCCCCNC(C)(C)C)c(Br)c1	-4	3	-1.4

structure	DUSP3 inh	Rv3671c inh	UGM FP inh
COc1ccc(-c2csc(NC(=O)COC(=O)Cc3ccccc3)n2)cc1OC	-7	-7	-1.0
O=C(O)c1ccc(Cl)c2c1C1C=CCC1C(c1ccccn1)N2 (configuration not stated)	-12	15	2.0
Cc1ccc(CSCC2Nc3ccc(C(=O)N4CCN(c5cccc(C)c5)C(C)C4)cc3NC2=O)cc1 (configuration not stated)	-6	-17	1.6
Cn1c(C(C)(O)C(O)c2ccccc2)nc2ccccc21 (configuration not stated)	7	-6	-2.3
O=C(CNCC1CCCCC1)Nc1ccc(N2CCCCC2)cc1	16	5	-1.0
C/C(=N\Nc1ccc(F)cc1F)c1cccs1	11	3	0.5
O=[N+]([O-])c1ccc(N2CCN(S(=O)(=O)c3ccccc3)CC2)cc1NCc1ccco1	0	3	-1.5
COCCn1c(SCc2cc(=O)n3cc(C)ccc3n2)nc2ccccc2c1=O	9	1	-1.1
Cc1ccc(NC(=O)Nc2ccc3c(c2)nc(C)n3C)cc1C	35	13	-2.9
COc1ccc(/C=C2\CCCC(C(=O)C(F)(F)F)=C2O)cc1OC	-5	-1	1.4

structure	DUSP3 inh	Rv3671c inh	UGM FP inh
CCC(NC(=O)COc1ccc([N+](=O)[O-])cc1)c1ccccc1 (configuration not stated)	26	-8	0.0
COc1ccc(NC(=O)N(Cc2cccs2)Cc2cc3cc4c(cc3[nH]c2=O)OCO4)cc1	-2	-8	0.0
C#CCOCCOCCOCCNc1nc(N2CCN(C(=O)[C@H](CCC(=O)O)n3cc(C(N)Cc4ccc(O)cc4)nn3)CC2)nc(N2CCN(C(=O)[C@H](Cc3cc4ccccc4[nH]3)n3cc(C(N)CC(C)C)nn3)CC2)n1 (some centres not stated)	30	-3	-4.1
CCCCC1=CC2=CC(=O)C(C)(OC(=O)c3cnc4ccccc4n3)C(=O)C2=CO1 (configuration not stated)	0	7	1.6
CC(=O)SCC(Cc1ccccc1)C(=O)NCC(=O)OCc1ccccc1 (configuration not stated)	21	-4	1.7
C[C@H]1CC[C@H]2C(=O)N3[C@H](c4ccccc4Br)[C@@H](C)CC[C@H]3C(=O)N2[C@@H]1c1ccccc1Br	16	-10	-0.1
C#CCOCCOCCOCCNc1nc(N2CCN(C(=O)[C@H](Cc3ccc(O)cc3)n3cc(CCO)nn3)CC2)nc(N2CCN(C(=O)[C@H](Cc3ccc(O)cc3)n3cc(CCO)nn3)CC2)n1	11	-5	0.2
COc1ccc(NS(=O)(=O)c2ccc(N)cc2)nn1	-3	0	-0.8
NS(=O)(=O)c1ccc(-c2ccc(/C=C3\C(=O)Nc4ccccc43)o2)cc1	28	-2	0.2
NCCCC[C@H](NC(=O)C1CCNCC1)c1nnc(CN)o1	18	-4	-0.1

structure	DUSP3 inh	Rv3671c inh	UGM FP inh
Cc1cccc(-n2c3nc(=O)[nH]c(=O)c-3cc3c(C)nn(-c4ccccc4)c32)c1	-2	-2	1.1
COc1cc(NS(=O)(=O)c2ccc(N)cc2)ncn1	24	1	-2.0
CC1CCN(C(=O)c2cc(N3C(=O)C4C5CCC(C5)C4C3=O)ccc2Cl)CC1 (configuration not stated)	9	1	2.8
CC(C)Cc1ccccc1O	20	-2	-0.5
CC1(C)CC(=O)c2sc(NC(=O)c3ccccc3)nc2C1	21	-4	-2.8
CCN1CCN(C(=O)N[C@@H](C(=O)N[C@@H]2C(=O)N3[C@@H]2SC(C)(C)[C@@H]3C(=O)O)c2ccccc2)C(=O)C1=O	-3	-4	0.8
O=c1cc(CO)oc(C(Nc2ccccn2)c2ccsc2)c1O (configuration not stated)	11	-2	3.3
Cc1ccc2nc(N3CCCCC3)c(C=O)c(=O)n2c1	0	9	0.1
CCOc1ccc(NC(=O)c2oc3ccccc3c2NC(=O)CC)cc1	23	-7	0.7
COc1ccc(OCc2cc(C(=O)O)c(C)o2)cc1	17	-5	0.4

structure	DUSP3 inh	Rv3671c inh	UGM FP inh
O=C(Oc1ccc(OC(=O)N2CCCCC2)cc1)N1CCCCC1	-5	2	2.5
O=C(CCS(=O)NCc1ccccc1)NCc1ccccc1 (configuration not stated)	14	13	0.6
CC(C)(C)NCCCOc1ccc(Cl)cc1C(C)(C)C	-7	0	-2.9
O=C1c2cccc(O)c2C(=O)c2c(O)cccc21	5	-4	-0.1
O=C(N/N=C1\CCCc2c1[nH]c1ccc([N+](=O)[O-])cc21)c1ccncc1	42	0	-0.9
O=C(NCc1cccs1)C1CCCN1C(=O)Nc1ccc(Cl)cc1 (configuration not stated)	22	-4	-1.3
CCCCNC(=O)Oc1cc(CCl)on1	17	0	1.5
CCN(c1ccccc1)S(=O)(=O)c1ccc(C(=O)N(CCN(C)C)c2nc3c(F)cc(F)cc3s2)cc1	19	-5	-0.2
CCN(CC)C1CC(=O)N(c2cccc(C)c2)C1=O (configuration not stated)	30	1	-1.0
O=c1[nH]c(/C=C/c2ccc(Br)cc2)nc2c1cnn2-c1ccccc1	22	2	2.8

A different layout for 3 compounds above.
Fields – DUSP3 inh | Rv3671c inh | UGM FP inh
> O=C(N/N=C1\CCCc2c1[nH]c1ccc([N+](=O)[O-])cc21)c1ccncc1
→ 42 | 0 | -0.9
> O=C(NCc1cccs1)C1CCCN1C(=O)Nc1ccc(Cl)cc1 (configuration not stated)
→ 22 | -4 | -1.3
> CCCCNC(=O)Oc1cc(CCl)on1
→ 17 | 0 | 1.5

(further entries)
structure	DUSP3 inh	Rv3671c inh	UGM FP inh
CC(=O)Nc1ccc(/C(C)=N\NC(=O)c2ccc(-c3ccccc3)cc2)cc1	-3	0	1.3
COc1cccc(N/C(N)=N/c2nc(CSc3ccccn3)cc(=O)[nH]2)c1	11	-2	4.1
COc1ccc(-n2c(=O)c3c4c(sc3n(Cc3cccc(F)c3)c2=O)CN(C(C)=O)CC4)c(OC)c1	-6	5	-1.4
Cc1cc(C(=O)N/N=C/c2cc(Br)ccc2OC(=O)c2ccc(Br)cc2)n[nH]1	38	6	-0.7
Cc1cc(=O)n2c3c(sc2n1)C(=O)N(Cc1ccccc1)C3=O	29	-6	0.9
CCCOC(=O)c1ccc(Cl)c(NC(=O)c2cccnc2)c1	20	-3	-0.8
N#Cc1c(-c2ccco2)nc(SCC(=O)Nc2ccc(S(N)(=O)=O)cc2)[nH]c1=O	33	-4	-1.7
Cc1ccc2nc3c(cc(C(=O)NC4CCCC4)c(=N)n3CCCn3ccnc3)c(=O)n2c1	26	1	2.3
O=c1oc2c(Cl)cc(Cl)cc2cc1-c1nnc(Nc2ccccc2F)s1	2	-8	1.8
O=C(N/N=C/c1ccccc1O)c1cc(=O)[nH]c2ccccc12	3	7	3.8

structure	DUSP3 inh	Rv3671c inh	UGM FP inh
COCCNP(=O)(c1ccccc1)c1nc2ccccc2s1 (configuration not stated)	6	-3	-1.3
Clc1cccc(CN2COc3c(cc(Cl)c4cccnc34)C2)c1	-2	7	-3.6
CC1(C2(O)CC(c3ccccc3)ON2)CCCCC1 (configuration not stated)	-2	-2	-2.5
C[C@@H]1C[C@@H]2OC(=O)[C@]3(C)[C@H]2[C@@H](OC3(C)O)[C@]2(C)C(=O)CC[C@H]12 (some centres not stated)	22	4	-1.0
COc1ccccc1NC(=O)Nc1nnc(-c2ccco2)s1	20	-5	-0.3
COC(=O)C1(C)Cc2cc(OC(C)=O)c(OC(C)=O)cc2N1 (configuration not stated)	21	2	-1.1
c1ccc(COCCC2CO2)cc1 (configuration not stated)	24	-2	0.3
C#CCOCCOCCOCCNc1nc(N2CCN(C(=O)[C@H](CCCCN)n3cc([C@@H](N)C(C)CC)nn3)CC2)nc(N2CCN(C(=O)[C@H](CCCCN)n3cc([C@@H](N)CO)nn3)CC2)n1 (some centres not stated)	28	-4	0.9
CSCCNC(C)=O	24	-16	1.9
COc1ccccc1C(C)NS(=O)(=O)c1cccs1 (configuration not stated)	16	-2	0.0

structure	DUSP3 inh	Rv3671c inh	UGM FP inh
Cc1ccc(CNC(=O)c2sc3ccc(S(=O)(=O)N4CCCCC4)cc3c2N)cc1	13	-19	1.1
Cc1ccc(C2c3c(C)nn(-c4ccc([N+](=O)[O-])cc4)c3N=C3C(=O)Nc4ccccc4N32)cc1 (configuration not stated)	14	-51	1.5
CCOC(=O)C1=C(C)NC(=O)C1CC(=O)Nc1ccccc1 (configuration not stated)	4	8	0.6
CC1C/C(=C/c2ccco2)C(=O)/C(=C/c2ccco2)C1 (configuration not stated)	-8	8	1.9
Cc1ccc(NC(=O)c2cc3c(=O)oc4ccc(C)cc4c3s2)nc1	8	-1	2.6
Cc1ccnn2cc3c(=O)n(C)c(=O)n(C)c3c12	11	1	-1.0
C#CCOCCOCCOCCNc1nc(N2CCN(C(=O)[C@H](CCCCN)n3cc(C(N)CO)nn3)CC2)nc(N2CCN(C(=O)[C@H](CCC(=O)O)n3cc(C(N)[C@H](C)CC)nn3)CC2)n1 (some centres not stated)	39	4	-0.6

Some of the compounds tested. The share of hits here may be higher or lower than overall.
